Giardia FBPA inh – blocks Giardia fructose-bisphosphate aldolase activity. hit rate 0.71% among 290,000. A8B2U2. purified Giardia FBPA. Potency, µM (titrated, usually from 59.6 µM), without a hit: at the top dose activity, negative = inhibition, most hits filed as inhibitors; also: potency is read from the fitted curve at half-maximal effect; nearly all actives have a fitted effect of over 55% in size
Target sequence (A8B2U2 whole entry, looked up): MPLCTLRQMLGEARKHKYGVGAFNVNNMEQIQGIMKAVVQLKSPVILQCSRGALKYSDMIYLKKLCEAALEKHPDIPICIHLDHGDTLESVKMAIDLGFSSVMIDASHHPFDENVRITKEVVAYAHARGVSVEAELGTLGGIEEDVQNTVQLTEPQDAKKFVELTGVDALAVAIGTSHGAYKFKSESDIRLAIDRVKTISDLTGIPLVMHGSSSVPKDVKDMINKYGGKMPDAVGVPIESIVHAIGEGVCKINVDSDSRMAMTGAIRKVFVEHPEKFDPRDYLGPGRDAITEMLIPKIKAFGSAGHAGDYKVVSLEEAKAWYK
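Giardia FBPA (40 nM reagent) was preincubated 10 min at RT with compound (up to 57.5 uM final), then substrate plus GAPDH/TPI/NAD/arsenate coupling system with diaphorase/resazurin was added; resorufin fluorescence (525/598 nm) was read after 20 min.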
AmpC inh detg – AmpC beta-lactamase inhibition with detergent present; Potency, µM (series often up to 114 µM), without a hit: at the highest dose activity change, negative = inhibition, hits mostly inhibitors; hit rate 0.041% among 370,000; AmpC hydrolysis of nitrocefin, absorbance 480 nm, 0.01% Triton; P00811; AID 485294;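 also: potency is read from the fitted curve at half-maximal effect; 0% = no-compound wells and -100% = no-enzyme wells; nearly all actives have a fitted effect of over 25% in size; some results filed as inactive show a strong effect at the top dose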
Target sequence (P00811 whole entry, looked up): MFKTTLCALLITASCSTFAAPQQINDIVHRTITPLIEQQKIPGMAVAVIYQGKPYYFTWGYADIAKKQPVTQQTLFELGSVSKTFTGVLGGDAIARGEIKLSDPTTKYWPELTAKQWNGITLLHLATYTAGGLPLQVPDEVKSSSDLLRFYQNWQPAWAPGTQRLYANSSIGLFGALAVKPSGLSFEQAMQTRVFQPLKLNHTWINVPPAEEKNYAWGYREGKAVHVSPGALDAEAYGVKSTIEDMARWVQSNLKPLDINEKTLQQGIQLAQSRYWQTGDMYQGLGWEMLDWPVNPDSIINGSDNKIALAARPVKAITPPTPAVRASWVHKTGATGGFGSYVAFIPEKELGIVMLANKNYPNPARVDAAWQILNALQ
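20 mM phosphate pH 7.0 + 0.01% (detergent screen) or 0.0001% Triton X-100; 5.3 nM AmpC reagent; cpd preinc 15 min RT; nitrocefin (800 uM stock) to start; A480 q20 s × 4 min; Activity was normalised to no-enzyme and no-compound control wells.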
HCMV inh – human cytomegalovirus inhibition. activity change, negative = inhibition, % at 57.5 µM. HFF cells, HCMV-luciferase reporter, 72 h; active compounds read low. hit rate 4.5% among 410,000; in the data active = activity change below about -60%; inconclusive = no clear call, values can overlap the other calls; inactive = above about -39%
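After 16 h attachment at 37C, HFF cells received test compound and HCMV-luciferase (1 PFU/cell); reporter luminescence read 72 h later, data normalized against buffer-only and known inhibitor Salinomycin.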
Sm TGR block – inhibitors of Schistosoma mansoni thioredoxin glutathione reductase | Q962Y6 | purified TGR, DTNB reduction, TNB absorbance 405 nm | Potency, µM (titrated, usually from 114 µM), without a hit: at the highest dose activity change, negative = inhibition, hits mostly inhibitors | hit rate 3% among 360,000 | AID 485364; also: potency is read from the fitted curve at half-maximal effect; nearly all actives have a fitted effect of over 60% in size
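First, TGR (20 nM dispensed) and NADPH were mixed with compound. Second, a 15 min room-temperature incubation followed. Third, further NADPH and then DTNB were added to start the reaction. Finally, TNB absorbance was monitored kinetically.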
HCV inh – HCV inhibition | Huh7.5.1 HCVcc-Cre infection, luciferase reporter, 44 h | Potency, µM (series often up to 41.8 µM), inactives show top-dose activity change, negative = inhibition, most hits filed as inhibitors | hit rate 3.4% among 340,000 | AID 651820; also: potency is read from the fitted curve at half-maximal effect
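Compounds are dispensed onto cells plated 4 h earlier at 1,000 per well, with HCVcc-Cre virus (about 0.5 moi) added next. Following 44 h of culture, luminescent signal is measured for 15 sec after 15 min with substrate at room temperature.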
AMA1-RON2 inh – AMA1-RON2 (P. falciparum) interaction inhibition; AlphaScreen AMA1-biotinylated RON2 peptide binding; hit rate 0.2% among 360,000; Potency, µM (highest dose often 58.2 µM), for the others: top-dose activity change, negative = inhibition, hits mostly inhibitors; AID 720542;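 also: potency is read from the fitted curve at half-maximal effect; 0% = vehicle wells and -100% = peptide control; nearly all actives have a fitted effect of over 45% in size; some results filed as inactive show a strong effect at the top dose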
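AMA1 (3D7) with his tag at 25 nM final met compounds first, then biotinylated RON2 peptide at 25 nM; detection used donor plus acceptor beads, 10 µg/mL apiece, read by AlphaScreen after 30 min at room temperature.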
* hit, by the source's call; ? = inconclusive; . = no result given; & = joins results of further samples; [ ] = dose if it differs, or a comment. Unless noted, calls follow the shape of the dose curve; as a rule, active = well fitted curve in the direction sought with a large enough effect; inconclusive = small, poorly fitted or top-dose-only effect, or another doubt; inactive = no such curve, though single readings can be large; an effect the other way counts as inactive or inconclusive. Unless noted, % is scaled to controls: 0 for no effect and ±100 for the full control effect.

SMILES	Giardia FBPA inh	AmpC inh detg	HCMV inh	Sm TGR block	HCV inh	AMA1-RON2 inh
Cc1cc(C)cc(N(C(C)C(=O)NCCC2=CCCCC2)S(C)(=O)=O)c1 (configuration not stated)	1%	?	10	1%	?	-5%
c1ccc(Cn2ncc3c(N4CCN(C(c5ccccc5)c5ccccc5)CC4)ncnc32)cc1	-4%	?	-23	45µM*	?	6%
C=CCN(CC(O)c1cccc([N+](=O)[O-])c1)C(C)CCc1ccccc1 (configuration not stated)	0%	-5%	-22	-24%	7%	-28%
Cn1c(N2CCOCC2)c(/C=N/O)c2ccccc21	-11%	-2%	-10	.	7%	-8%
O=C(Nc1cc(-c2nc3ccccc3o2)ccc1Cl)c1sc2c([N+](=O)[O-])cccc2c1Cl	.	4%	13	0%	.	.
C#CCOCCOCCOCCNc1nc(N2CCN(C(=O)[C@H]([C@@H](C)CC)n3cc([C@@H](N)Cc4ccc(O)cc4)nn3)CC2)nc(N2CCN(C(=O)[C@H](CCCCN)n3cc([C@@H](N)CO)nn3)CC2)n1	-23%	5%	.	20µM*	.	.
Cc1ccc(C(=O)NC(C)C2CC3CCC2C3)c(C)c1 (configuration not stated)	-9%	?	2	-3%	17%	1%
CCN(CC)C(=O)CCNS(=O)(=O)c1ccc(C)cc1	.	2%	27	7%	?	-12%
N=C(N)SCc1ncccc1O	?	-3%	-5	11µM*	3%	27%
Cc1ccc(S(=O)(=O)N(C)Cc2ccc(C(=O)NN=C3C4CC5CC(C4)CC3C5)cc2)cc1	0%	-6%	?	9%	-16%	41%[activator]
O=C(NCc1ccc(F)cc1Cl)C1CCN(S(=O)(=O)N2CCC3(CC2)OCCO3)CC1	5%	0%	-8	6%	-3%	6%
O=C(NCc1ccco1)C1CCN(C(=O)Cc2ccccc2)CC1	0%	-6%	27	-16%	1%	0%
Cc1ccc(S(=O)(=O)N2CCCC(C(=O)NCCc3ccccc3)C2)cc1 (configuration not stated)	6%	?	-1	7%	-15%	-5%
CCN1C(=O)c2cccc3c(NC(=O)c4ccccc4)ccc1c23	?	-1%	13	-7%	?	3%
CCOC(=O)C1=C(N)OC2=C(C(=O)CC(C)(C)C2)C1c1cccnc1 (configuration not stated)	10%	-10%	17	-4%	2%	?
CCC1C/C(=C\c2cc(OC)c(OC)cc2OC)C(=O)/C(=C/c2cc(OC)c(OC)cc2OC)C1 (configuration not stated)	-9%	-2%	.	-21%	7.1µM*	22µM*
Cc1ccc(OCC(=O)Nc2cccc(-c3nc4ccccc4o3)c2C)cc1C	.	-2%	-60*	5%	.	.
Cc1nn(-c2ccc(N3CCCCC3)nn2)c(C)c1CCC(=O)Nc1ccc(F)cc1	.	4%	?	2%	?	-12%
Cc1ccccc1OCC(=O)OCC(=O)c1cc(C)n(C2CC2)c1C	.	?	-22	0%	12%	-7%
CC(=O)Nc1ccc(NC(=O)C(Cc2ccccc2)NS(=O)(=O)c2ccc3c(c2)oc(=O)n3C)cc1 (configuration not stated)	.	?	8	-12%	.	.

Among those listed so far, these have fluorine.
SMILES	Giardia FBPA inh	AmpC inh detg	HCMV inh	Sm TGR block	HCV inh	AMA1-RON2 inh
O=C(NCc1ccc(F)cc1Cl)C1CCN(S(=O)(=O)N2CCC3(CC2)OCCO3)CC1	5%	0%	-8	6%	-3%	6%
Cc1nn(-c2ccc(N3CCCCC3)nn2)c(C)c1CCC(=O)Nc1ccc(F)cc1	.	4%	?	2%	?	-12%

The listing continues.
SMILES	Giardia FBPA inh	AmpC inh detg	HCMV inh	Sm TGR block	HCV inh	AMA1-RON2 inh
O=C(NCc1ccc(Cl)cc1)[C@@H]1CCCN1S(=O)(=O)c1ccc(Cl)cc1	.	.	-16	.	-1%	0%
Brc1ccc(-c2ccc(CNCc3ccccn3)o2)cc1	25%	?	?	40µM*	-12%	-2%
O=C(COC(=O)Cc1cccc(C(F)(F)F)c1)Nc1ccc2c(c1)OCCO2	-6%	-8%	-14	-18%	7%	25%
C[C@H](CO)N1C[C@H](C)[C@@H](CN(C)C(=O)NC2CCCCC2)Oc2c(NC(=O)CCC(F)(F)F)cccc2C1=O	.	.	-12	.	11%	-1%
NNC(=O)CC(=O)NC1(Cc2ccc(O)cc2)CCCCC1	12%	-6%	-35	17%	20%	0%
COc1ccc(CC(=O)NCc2cccs2)cc1	0%	-1%	34	10%	-26%	-6%
CCOC(=O)c1ccc(NC(=O)CSc2nnc(CCc3ccc(C)o3)n2-c2ccccc2)cc1	1%	-1%	-1	?	10µM*	0%
Clc1nc(-c2ccccc2)c2ccccc2n1	-1%	-5%	39	-17%	5%	16%
CCNc1ccc(C(=O)OCC(=O)N(Cc2ccccc2)C(C)(C)C)cc1[N+](=O)[O-]	-2%	-7%	5	-7%	?	-10%
O=C1C=C(Nc2ccccc2O)c2ccccc2C1=O	18µM*	?	-93*	-35%	?	-26%
Nc1ccn(CC(=O)N2CCN(c3ccccn3)CC2)c(=O)n1	.	-2%	-24	-14%	5%	7%
COc1ccc(CCNc2ncnc3c2nnn3C)cc1	.	2%	-32	17%	.	.
CCCn1c(N)c(NCCN2CCOCC2)c(=O)n(CC(=O)NCc2ccccc2)c1=O	0%	-12%	16	6%	4%	26%
COc1ccc2c(c1)CCc1sc(NC(=O)c3ccc(Cl)cc3)nc1-2	.	-3%	?	?	.	.
CCN(CC)C(=O)Cn1c(=O)n(CCC(=O)Nc2ccc(F)cc2)c(=O)c2sccc21	-1%	6%	-31	-2%	12%	-8%
Cc1nc(N2CCN(c3ccccn3)CC2)c2c(C)c(C(=O)Nc3ccc(F)cc3F)sc2n1	-6%	0%	-13	-6%	6%	-2%
O=C(N/N=C/c1ccc(Br)s1)c1cccc([N+](=O)[O-])c1	-2%	?	-14	2%	-6%	-1%
CC1=CN(S(=O)(=O)c2ccc(C)cc2)C[C@@H]2c3ccccc3N(S(=O)(=O)c3ccc(C)cc3)[C@H]12	.	.	-13	.	?	-2%
Cc1noc(/C=C/N(C)C)c1S(=O)(=O)N(C)CC(=O)N1CCc2ccccc21	5%	-4%	.	0%	-1%	-7%
COc1cccc(CNC(=O)CCn2c(=O)c3cccn3c3cccnc32)c1	2%	?	5&-7	2%&-2%	-14%	-12%
Cc1cccc(OCCCC(=O)N2CCCc3ccccc32)c1C	-6%	-3%	?	-10%	10µM*	13%
CCOC(=O)c1ccc(NC(=O)CC2C(=O)N(c3ccc(F)cc3)C(=O)N2Cc2ccc3c(c2)OCO3)cc1 (configuration not stated)	.	12%	15	-3%	.	.
Cc1ncc(CO)c(/C=N/N=C/c2ccccc2O)c1O	-7%	4%	85	-16%	0%	37%[activator]
CCc1cccc(NC(=O)CN(c2ccc(C)c(C)c2)S(=O)(=O)c2ccsc2C(=O)OC)c1	.	0%	8	7%	.	.
O=C(CN1CCC(C(=O)c2ccc3c(c2)OCCO3)CC1)NCc1ccc(F)cc1	2%	-3%	-22	-1%	?	-8%
O=C(O)CSc1nnc(-c2cccnc2)n1Cc1ccccc1	19%	-3%	8	4%	20%	2%
CCCc1cc(=O)[nH]c(SCC(=O)Nc2ccc([N+](=O)[O-])cc2C#N)n1	0%	7%	?	-4%	-28%	-7%
CCN(CC)C(=O)C1=C(C)Nc2nc3ccccc3n2C1c1ccc(Cl)cc1 (configuration not stated)	.	18%	3	9%	.	.
CC(=O)c1ccc(NC(=O)NC2CCCc3ccccc32)cc1 (configuration not stated)	5%	4%	5	3%	?	-2%
COC(=O)CCN(C(=O)c1c(C)oc2ncnc(N3CCOCC3)c12)c1ccccc1	.	-3%	-23	8%	.	.
COc1ccc(-c2cnnn2-c2ccc(NC(=O)c3ccc(S(=O)(=O)N4CCCCC4)cc3)cc2)cc1	0%	-8%	-29	-3%	-3%	-4%
O=C(O)CN(c1ccccn1)S(=O)(=O)c1ccc(Cl)cc1	1%	5%	-16	-22%	7%	5%
O=C(c1cccc(F)c1)N1CCC(N2CCOCC2)CC1	?	-6%	1	-2%	11%	-8%
N#Cc1ccccc1S(=O)(=O)N1CCN(C(=O)CCNS(=O)(=O)c2ccc(Cl)cc2)CC1	.	.	1	.	-7%	2%
CCc1ccc(/C=N/NC(=O)c2cc(C3CC3)nc3ccccc23)s1	4%	5%	-28	-4%	8.9µM*	33%[activator]
Cc1noc(C)c1CSCC(=O)Nc1cc(C(F)(F)F)ccc1N1CCOCC1	.	-2%	-16	-10%	?	-15%
Cc1nn(CC(=O)N2CCOCC2)c(=O)c2ccccc12	-2%	?	35	?	0%	-4%
Cc1cc(=O)[nH]c(SCC(=O)NC(c2ccccc2)c2ccccc2)n1	10%	-12%	?	37%[activator]	12%	-15%
O=c1[nH]c2ccccc2nc1/C=C/c1ccccc1	3%	-5%	29	-6%	-16%	7%
CN(C)S(=O)(=O)c1ccc(NC(=O)CSc2nc3ccccc3n2-c2ccccc2)cc1	-1%	?	?	?	?	-17%

Brought forward from above: three compounds, followed by the next part.
SMILES	Giardia FBPA inh	AmpC inh detg	HCMV inh	Sm TGR block	HCV inh	AMA1-RON2 inh
Cc1cc(=O)[nH]c(SCC(=O)NC(c2ccccc2)c2ccccc2)n1	10%	-12%	?	37%[activator]	12%	-15%
O=c1[nH]c2ccccc2nc1/C=C/c1ccccc1	3%	-5%	29	-6%	-16%	7%
CN(C)S(=O)(=O)c1ccc(NC(=O)CSc2nc3ccccc3n2-c2ccccc2)cc1	-1%	?	?	?	?	-17%
CC1(C)CC(=O)C2=C(C1)OC1OC(=O)CC21C (configuration not stated)	4%	1%	13	8%	6%	2%
O=C(O)CC(NC(=O)C(c1ccccc1)c1ccccc1)c1ccc(F)cc1 (configuration not stated)	11%	2%	?	6%	0%	0%
Cc1ccc(NC(=O)CSc2sc3c(O)cc(=O)[nH]c3c2C#N)c(F)c1	-5%	3%	8	?	3%	2%
COc1cccc(-c2sc3ccc(OC)cc3c2C#CC2(O)CCCCC2)c1	.	-7%	32	-15%	?	18%
COc1ccc(NC(=O)c2cc(C3CC3)nc3c2c(C)nn3-c2ccccc2)cc1	.	-1%	-8	0%	.	.
COc1ccc(/C=C/C(=O)c2cc3cccc(OC)c3oc2=O)cc1	7%	-8%	5	-1%	-27%	-7%
CC(=O)Cc1nsc(NC(=O)c2cccs2)n1	-1%[12.9 µM]	?	35	-15%	-4%	-2%
O=C(COc1ccc2ccccc2c1)Nc1ccccc1C(=O)O	-4%	1%	16	-14%	13%	-6%
CC(C)CCNC(=O)CCc1nnc(COc2ccccc2)o1	3%	-2%	-5	4%	16%	40%[activator]
O=C(N/N=C/c1ccc2c(c1)OCO2)C1CC1	.	3%	11	7%	16%	26%
Cc1cc(N)n(-c2ccc(S(=O)(=O)N3CCOCC3)cc2[N+](=O)[O-])n1	1%	9%	?	?	6%	-5%
NC(=O)Nc1ccc(C(=O)OCC(=O)NCc2ccc3c(c2)OCO3)cc1	.	-3%	-38	-1%	9%	19%

Compound profiles, as listed above. Screens in order: Giardia FBPA inh	AmpC inh detg	HCMV inh	Sm TGR block	HCV inh	AMA1-RON2 inh
CCN1C(=O)c2cccc3c(NC(=O)c4ccccc4)ccc1c23 reads ?	-1%	13	-7%	?	3%
Cc1ccc(S(=O)(=O)N2CCCC(C(=O)NCCc3ccccc3)C2)cc1 (configuration not stated) reads 6%	?	-1	7%	-15%	-5%
Cc1noc(C)c1CSCC(=O)Nc1cc(C(F)(F)F)ccc1N1CCOCC1 reads .	-2%	-16	-10%	?	-15%

Screening data from PubChem.
